# From PubChem BioAssay
# TbMetRS inhib = T. brucei MetRS inhibitors, primary screen, biochemical, luminescence | methionyl-tRNA synthetase (Trypanosoma brucei brucei) | AID 624268, 2012 | inhibition, % at 11.9 µM | purified T. brucei MetRS, ATP depletion, Kinase-Glo luminescence | 0.4% of 360,000 active;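 active means inhibition above a per-plate cutoff of the control wells' mean inhibition plus 3 SD, cut at about 5.5% in these data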;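 further: 0% = DMSO wells median and 100% = median of wells with control inhibitor compound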
#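 Test system: purified T. brucei MetRS enzyme. Also added: ATP, methionine and E. coli bulk tRNA substrates. Compound: 11.9 µM single point. Schedule: 15 min enzyme-compound preincubation, 2 h reaction, 10 min detection, 25 °C. Signal: luciferase luminescence of residual ATP, Kinase-Glo. Evaluation: percent inhibition versus plate control medians. Controls: DMSO wells, low control.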
# CSN inh = inhibitors of CSN-mediated cullin deneddylation, primary screen, biochemical, fluorescence polarization, uHTS | COP9 signalosome complex subunit 5 (Homo sapiens), Q92905 | Purified CSN, SCF-Nedd8-OG deneddylation | inhibition, % at 12.5 µM | 0.38% of 360,000 active | AID 651999, 2013;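 active means pattern-corrected inhibition above about 35%, with an unprinted fluorescence ratio check between 0.5 and 1.5, limit read from the data, passing the limit was not always enough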;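 further: 0% = enzyme with substrate and 100% = substrate without enzyme; some results filed as inactive read as strong as hits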
#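 Test system: purified human Csn5 enzyme expressed in HEK293T cells. Amount: 0.24 nM enzyme. Reagent: SCFSkp2-Nedd8OG substrate at 10 nM final. Schedule: 90 min incubation of compound, enzyme and substrate at room temperature. Detection: fluorescence polarization. Read-out: % inhibition of substrate cleavage by Csn5.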
# NadD block = inhibitors of S. aureus NadD, primary screen, biochemical, colorimetric, uHTS. 0.78% of 360,000 active. inhibition, % at 20 µM. AID 602399, 2012. purified NadD enzyme, colorimetric absorbance read-out. Nicotinate-nucleotide adenylyltransferase NadD (Staphylococcus aureus N315); in the data active means inhibition above about 26%; further: some compounds past the cut are filed as inactive
# SUMO1-SIM PPI = modulators of SUMO1 protein-protein interactions, primary screen, biochemical, uHTS; 0.33% of 360,000 active; Small ubiquitin-related modifier 1 (Homo sapiens), P63165; SUMO1 binding to a labelled peptide, TR-FRET, 1 h; AID 602429, 2012; inhibition, % at 20 µM; in the data active means inhibition above about 37%
# Target sequence (P63165 whole entry, looked up): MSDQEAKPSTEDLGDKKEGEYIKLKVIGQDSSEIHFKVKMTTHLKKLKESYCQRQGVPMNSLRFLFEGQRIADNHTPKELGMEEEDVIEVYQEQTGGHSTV
# Rpn11 inh = Rpn11 (PSMD14) deubiquitinase inhibitors, primary screen, biochemical, fluorescence polarization, uHTS; 26S proteasome non-ATPase regulatory subunit 14 (Homo sapiens), O00487; human 26S proteasome, Ub4-pepOG fluorescence polarization; 20S core pre-blocked with epoxomicin; calls only at 20 µM; 0.59% of 360,000 active; AID 588493, 2011;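 active means inhibition at 20 µM, scaled to each plate's controls, above about 33%, limit read from the data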
# Target sequence (O00487 whole entry, looked up): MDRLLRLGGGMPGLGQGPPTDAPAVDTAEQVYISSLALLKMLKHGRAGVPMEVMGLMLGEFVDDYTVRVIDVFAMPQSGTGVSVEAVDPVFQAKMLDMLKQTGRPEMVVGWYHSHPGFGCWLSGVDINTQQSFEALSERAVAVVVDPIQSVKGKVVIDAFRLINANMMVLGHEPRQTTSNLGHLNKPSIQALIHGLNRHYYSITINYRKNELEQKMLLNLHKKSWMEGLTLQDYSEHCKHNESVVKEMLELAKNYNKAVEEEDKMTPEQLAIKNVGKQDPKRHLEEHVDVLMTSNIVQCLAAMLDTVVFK
# Scp1 inh = Scp-1 phosphatase inhibitors, primary screen, biochemical, colorimetric, uHTS | Recombinant Scp1, phosphopeptide, malachite green phosphate absorbance | inhibition, % at 20 µM | Carboxy-terminal domain RNA polymerase II polypeptide A small phosphatase 1 (Homo … | 0.88% of 340,000 active | AID 493091, 2011;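 active means inhibition above about 50% at 20 µM, limit read from the data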;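 further: plate controls were DMSO wells with enzyme for no effect and wells lacking enzyme for full effect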
#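 Material – SCP-1 phosphatase catalytic domain, residues 76-261 · Buffer or medium – Acidic Tris acetate buffer with magnesium and detergent · Also added – Phospho 17-mer peptide substrate · Compound – single 20 µM dose, 1% DMSO · Times – 45 min room-temperature reaction, 5 min colour, 30 min stabiliser · Technique – Phosphate-binding colour reagent, absorbance read at 630 nm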
# LMPTP inh = LMPTP phosphatase inhibitors, primary screen, biochemical, fluorescence intensity, uHTS | recombinant LMPTP-A, OMFP fluorogenic substrate | AID 651560, 2012 | 0.22% of 360,000 active | inhibition, % at 20 µM;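 active means compounds that cut the enzyme signal by at least half of the control window in the single-dose screen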;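 further: plate controls were DMSO wells with enzyme plus substrate for no effect and substrate without enzyme for full effect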
#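 Material: LMPTP-A; amount: 0.625 nM enzyme; doses: single 20 µM dose; times: reaction 50 min, room temperature, dark; technique: fluorescence intensity of OMFP turnover product; benchmarks: no-enzyme and uninhibited controls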
# STEP inh = STEP phosphatase inhibitors, primary screen, biochemical, fluorescence intensity, uHTS. Tyrosine-protein phosphatase non-receptor type 5 (Homo sapiens), P54829. recombinant STEP, OMFP fluorogenic substrate. inhibition, % at 20 µM. 0.25% of 360,000 active;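 active means inhibition at 20 µM, scaled per plate between control wells, above about 37%, limit read from the data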;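 further: 0% = DMSO with enzyme and substrate and 100% = substrate only without enzyme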
#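 medium = Bis-Tris buffer pH 6.0, 2.5 mM DTT, 0.005% Tween 20 | test system = STEP (striatal-enriched tyrosine phosphatase) enzyme, cell-free | measure = normalized % inhibition | compound dosing = 20 µM, 1% DMSO | also added = 25 µM OMFP | schedule = reaction 20 min, ambient temperature | measured by = fluorescence read at 480 nm ex / 540 nm em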
# DNMT1 inh = human DNMT1 methyltransferase inhibitors, primary screen, biochemical, molecular beacon, fluorescence, HinP1I cleavage, uHTS. AID 588458, 2011. inhibition (reported as % activation of signal), % at 10 µM. DNA (cytosine-5)-methyltransferase 1 (Homo sapiens), P26358. 0.83% of 360,000 active; in the data active means inhibition above about 50%
# PABP1 MLLE inh = inhibitors of PABP1 MLLE–PAM2 peptide binding, primary screen, biochemical, fluorescence polarization, FITC-PAM2, GST-MLLE. Polyadenylate-binding protein 1 (Homo sapiens), P11940. inhibition, % at 20 µM. 0.36% of 360,000 active; in the data active means inhibition above about 35%, passing the limit was not always enough;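 further: plate controls were DMSO wells with GST-MLLE for no effect and wells lacking GST-MLLE protein for full effect; some results filed as inactive read as strong as hits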
# Target sequence (P11940 whole entry, looked up): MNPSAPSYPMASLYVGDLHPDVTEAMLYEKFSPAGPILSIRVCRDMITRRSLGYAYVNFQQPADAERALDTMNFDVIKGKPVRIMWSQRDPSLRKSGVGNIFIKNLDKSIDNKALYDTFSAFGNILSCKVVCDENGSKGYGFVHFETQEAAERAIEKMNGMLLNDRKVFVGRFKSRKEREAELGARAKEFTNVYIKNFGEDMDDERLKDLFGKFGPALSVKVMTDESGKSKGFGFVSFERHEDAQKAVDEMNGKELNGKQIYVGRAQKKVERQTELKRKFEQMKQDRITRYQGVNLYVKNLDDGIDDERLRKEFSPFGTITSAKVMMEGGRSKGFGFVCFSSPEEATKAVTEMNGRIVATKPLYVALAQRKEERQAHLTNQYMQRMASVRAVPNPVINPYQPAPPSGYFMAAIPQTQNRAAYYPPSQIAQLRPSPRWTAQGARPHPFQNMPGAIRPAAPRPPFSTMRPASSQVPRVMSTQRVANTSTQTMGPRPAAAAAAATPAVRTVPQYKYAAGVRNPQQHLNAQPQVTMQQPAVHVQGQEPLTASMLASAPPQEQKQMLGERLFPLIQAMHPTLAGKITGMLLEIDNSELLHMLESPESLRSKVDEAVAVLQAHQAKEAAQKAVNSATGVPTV
# Active calls of the source: *; i = inactive; / = no result given.
item	SMILES	TbMetRS inhib	CSN inh	NadD block	SUMO1-SIM PPI	Rpn11 inh
1	Cc1noc(C)c1C(=O)OCC(=O)Nc1ccc(N2CCOCC2)cc1	-0.5	-3	-7	4	i
2	COC(=O)/C=C1\SC(=NC(=O)c2cccc([N+](=O)[O-])c2)NC1=O	0.1	-2	6	-18	i
3	Clc1cccc(/C=N/Nc2ncnc3ccccc23)c1	0.0	-3	-7	-7	i
4	CCc1nnc(NC(=O)c2ccc3c(=O)n4c(nc3c2)CCC4)s1	-0.1	0	3	5	i
5	COc1cc(/C=N/NC(=O)COc2ccccc2C)ccc1OC(=O)c1cccs1	-1.1	1	-4	-7	i
6	Cc1ccccc1C(=O)NCC(=O)OC(C)C(=O)Nc1cccc(S(=O)(=O)N2CCOCC2)c1 (stereo not drawn)	-0.4	4	-3	0	i
7	O=S(=O)(NCCO)c1cccc2cccnc12	-0.6	-7	-2	5	i
8	O=c1[nH]ncn1-c1ccccc1C(F)(F)F	-1.1	4	-5	-3	i
9	COCc1cc(C)n(CC(=O)Nc2ccccc2C(=O)OC)c(=O)c1C#N	0.5	1	0	-2	i
10	COc1ccc(NC(=O)CSc2cc(C(=O)c3nccn3C)c3ccccc3n2)cc1	-0.7	-5	-4	-3	i
11	CC(=O)Nc1ccc(NS(=O)(=O)c2ccc3ccccc3c2)cc1	-1.9	3	-2	-1	i
12	Cc1ccc2nc(SC(C)C(=O)NCc3ccco3)[nH]c2c1 (stereo not drawn)	0.9	-1	2	2	i

item	Scp1 inh	LMPTP inh	STEP inh	DNMT1 inh	PABP1 MLLE inh
1	5	2.8	-4	2	-10
2	6	0.0	-2	2	39
3	-2	1.7	0	-1	6
4	/	0.9	0	0	-33
5	-25	1.5	-4	-5	1
6	-4	-0.4	-2	2	-21
7	-6	-2.1	1	0	-7
8	-2	-1.4	-3	1	-8
9	-6	-0.8	-2	-1	-3
10	2	1.1	3	-5	2
11	-1	1.0	-3	5	-5
12	-6	0.2	-5	-2	-86

# Quoted at random: 2 entries already listed
item	SMILES	TbMetRS inhib	CSN inh	NadD block	SUMO1-SIM PPI	Rpn11 inh
8	O=c1[nH]ncn1-c1ccccc1C(F)(F)F	-1.1	4	-5	-3	i
10	COc1ccc(NC(=O)CSc2cc(C(=O)c3nccn3C)c3ccccc3n2)cc1	-0.7	-5	-4	-3	i

item	Scp1 inh	LMPTP inh	STEP inh	DNMT1 inh	PABP1 MLLE inh
8	-2	-1.4	-3	1	-8
10	2	1.1	3	-5	2

# Other entries follow.
item	SMILES	TbMetRS inhib	CSN inh	NadD block	SUMO1-SIM PPI	Rpn11 inh
13	Cc1ccc(C(=O)OCc2nnc(-c3ccccc3)o2)cc1S(=O)(=O)N1CCOCC1	-0.3	-2	-1	6	i
14	CCCOc1ccc(C(=O)Nc2ccc(CN3CCOCC3)cc2)cc1	0.4	-2	0	4	i
15	CCN(CCCNC(=O)COc1cc(=O)n(C)c2ccccc12)c1cccc(C)c1	-0.1	1	1	6	i
16	COc1cc(-c2[nH]ncc2CN2CCN(Cc3cccs3)CC2)cc(OC)c1OC	-0.4	1	4	-4	i
17	CCCN(CCC)S(=O)(=O)c1cccc(C(=O)Nc2ccc3c(c2)OCO3)c1	-0.4	-7	-18	12	i
18	CCCCCCCCN1C(=O)[C@H](CC(=O)NCCc2ccccc2OC)C[C@@]2(C(=O)OCC)CCC=C12	-1.3	-1	/	1	/
19	Cc1cccc(COc2ccc(/C=C3/C(=O)N(C)C(=S)N3C)cc2)c1	-0.3	2	-8	2	i
20	COc1ccccc1NC(=O)c1cc(-c2ccc(OC)c(OC)c2)nc2ccccc12	-0.8	0	-3	4	i
21	CCOC(=O)C1(C)CCCN1C(=O)c1ccc(C(=O)OC)cc1 (stereo not drawn)	0.2	-1	0	3	i
22	CC(C)C(=O)NC(=S)Nc1ccccc1C(F)(F)F	0.2	1	2	1	i
23	COc1cc(C(=O)NC2CCCCC2)ccc1OCc1ccc(Cl)cc1Cl	-0.6	-2	0	-1	i
24	CCCOc1ccc(/C=C/C(=O)Nc2ccc([N+](=O)[O-])cc2C)cc1	-0.5	2	-3	-7	i

item	Scp1 inh	LMPTP inh	STEP inh	DNMT1 inh	PABP1 MLLE inh
13	-4	0.7	1	0	7
14	-5	-0.7	0	-3	11
15	0	0.6	-2	-5	-11
16	-7	-1.6	2	2	1
17	-14	1.7	2	-7	-14
18	/	2.1	/	/	/
19	-8	3.3	3	3	-17
20	-3	3.8	2	1	3
21	/	0.2	-3	-2	7
22	-2	-0.2	-2	2	25
23	-1	-0.1	4	5	16
24	-10	3.5	2	4	8

# Just Scp1 inh and LMPTP inh, for four of the compounds above:
No.	compound	Scp1 inh	LMPTP inh
6	Cc1ccccc1C(=O)NCC(=O)OC(C)C(=O)Nc1cccc(S(=O)(=O)N2CCOCC2)c1 (stereo not drawn)	-4	-0.4
7	O=S(=O)(NCCO)c1cccc2cccnc12	-6	-2.1
8	O=c1[nH]ncn1-c1ccccc1C(F)(F)F	-2	-1.4
9	COCc1cc(C)n(CC(=O)Nc2ccccc2C(=O)OC)c(=O)c1C#N	-6	-0.8

# The results go on.
item	SMILES	TbMetRS inhib	CSN inh	NadD block	SUMO1-SIM PPI	Rpn11 inh
25	COc1cc(OC)cc(C(=O)Nc2cccc3c2CCCC3)c1	-2.0	0	-6	0	i
26	CC(=O)Nc1ccc(S(=O)(=O)NCC(=O)OCc2cc(=O)oc3ccc4ccccc4c23)cc1	-0.2	6	1	-13	i
27	C=CCN1C(=O)C2(C(C(=O)c3ccc(C)o3)=C(O)C(=O)N2CCCN2CCOCC2)c2ccccc21 (stereo not drawn)	0.2	-1	-4	-3	i
28	CC(=O)OC[C@]1(OC(C)=O)C[C@@]23CC[C@H]4[C@@](C)(CCC[C@@]4(C)C(=O)O)[C@@H]2CC[C@@H]1C3	-0.3	-2	24	10	i
29	N/C(CCN1CCOCC1)=N/O	0.0	2	6	-1	i
30	c1ccc(-c2csc(Nc3ccccn3)n2)cc1	-0.6	-1	-8	-1	i
31	Cc1ccc(CN(C(=O)Cn2nnc3ccccc32)C(C(=O)NCc2ccco2)c2cccs2)cc1 (stereo not drawn)	-0.6	-7	0	1	i
32	O=C(c1cc2ccccc2o1)N1CCN=C1SCc1cccnc1	0.2	4	9	-4	i
33	CSCc1c(C(=O)NCCc2ccccn2)oc2ccccc12	-0.6	-2	-4	9	i
34	Cc1ccc(-n2c(SCC(=O)N3CC(=O)Nc4ccccc43)nc3ccccc3c2=O)cc1C	-0.1	-2	12	5	i
35	Cc1[nH]c2ccc(C(=O)OC(C)C(=O)N(C)C3CCCCC3)cc2c1C (stereo not drawn)	-0.4	4	-2	-1	i
36	Cc1csc(NC(=O)C2C3C=CC(C3)C2C(=O)O)n1 (stereo not drawn)	-0.7	-4	-3	-4	i

item	Scp1 inh	LMPTP inh	STEP inh	DNMT1 inh	PABP1 MLLE inh
25	3	-0.7	1	1	2
26	-2	-0.4	-4	-20	-8
27	-12	-1.6	-7	0	2
28	-6	20	-1	7	2
29	-4	-2.8	0	2	-4
30	-3	2.4	2	0	11
31	-12	1.4	-1	-3	-9
32	-5	0.6	2	4	3
33	-7	-0.7	0	-1	6
34	-1	1.7	1	-5	-19
35	-2	2.8	1	1	-9
36	7	-1.1	2	18	-3

# The listing continues.
item	SMILES	TbMetRS inhib	CSN inh	NadD block	SUMO1-SIM PPI	Rpn11 inh
37	Cc1ccc(CNC(=O)COC(=O)c2cc(C)oc2C)cc1	-0.6	2	5	6	i
38	Cc1cc(C(=O)NC(C)c2ccc3c(c2)OCO3)cs1 (stereo not drawn)	0.1	3	-4	-2	i
39	CCC(C)Sc1nc(O)cc(=O)[nH]1 (stereo not drawn)	-0.8	-4	-9	-1	i
40	CC(C)C[C@H](N)c1nnc(SCc2ccc(Cl)cc2)o1	0.1	-5	-5	2	i
41	C[C@H](NC(N)=O)C(=O)OCC(=O)NCc1cccs1	-1.2	8	0	-3	i
42	CCOc1ccc(Nc2ccc(S(=O)(=O)N3CCOCC3)cc2[N+](=O)[O-])cc1	-0.3	7	-6	-46	i
43	O=C(NC1CCCC1)c1ccc(COCC(F)(F)C(F)F)o1	0.6	-6	1	-1	i
44	CC(OC(=O)/C=C/c1ccc2ccccc2n1)C(=O)NCc1ccccc1 (stereo not drawn)	-0.4	1	-3	-21	i
45	COC(=O)Cn1c(=O)n(CCc2ccccc2)c(=O)c2c3c(sc21)CCCC3	-0.9	-4	-6	0	i
46	CN(C)CCCN1c2ccc(O)cc2Sc2ccc(Cl)cc21	0.2	-2	3	-34	i
47	CC(=O)C1=C(O)C(=O)N(c2nnn(C)n2)C1c1cccs1 (stereo not drawn)	0.2	2	-3	-4	i
48	OCC1OC(O)CC(O)C1O (stereo not drawn)	0.9	1	3	0	i

item	Scp1 inh	LMPTP inh	STEP inh	DNMT1 inh	PABP1 MLLE inh
37	-6	-1.3	1	2	-2
38	2	-0.1	0	-4	-16
39	-6	-1.3	-2	-3	8
40	4	-1.4	1	5	-55
41	-1	2.2	3	0	3
42	/	1.6	2	-1	12
43	-3	-0.3	1	0	16
44	4	2.5	1	1	-27
45	-8	1.4	1	-5	-4
46	/	-1.3	3	-16	9
47	-7	-1.8	4	-1	-5
48	1	-0.5	-2	-2	-10
